From PubChem
MrgX1 antagonist: antagonists of human MrgX1 receptor; Q96LB2; MRGX1-HEK293 calcium flux, Fluo-4, BAM8-22 antagonism; active compounds read low; B-score at 10 µM; 310,000 compounds, 1.3% hits; AID 588676;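 active = calcium-response B-score plate-corrected more than 3 library SD below zero, starting fluorescence within 5 deviations, no agonist response on first addition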;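 note: peak minus trough fluorescence over baseline after final BAM8-22 challenge near maximal dose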
Target sequence (Q96LB2 whole entry, looked up): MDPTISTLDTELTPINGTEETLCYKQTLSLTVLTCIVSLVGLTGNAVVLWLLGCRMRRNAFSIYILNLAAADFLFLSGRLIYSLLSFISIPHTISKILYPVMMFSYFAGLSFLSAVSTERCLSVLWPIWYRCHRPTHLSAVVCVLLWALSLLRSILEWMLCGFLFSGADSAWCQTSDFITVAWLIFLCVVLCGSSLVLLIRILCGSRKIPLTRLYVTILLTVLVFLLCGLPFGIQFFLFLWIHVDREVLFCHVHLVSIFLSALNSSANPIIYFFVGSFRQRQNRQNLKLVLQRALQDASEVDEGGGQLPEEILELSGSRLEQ
MrgX1 agonist: activates human MrgX1 receptor signaling | Q96LB2 | MrgX1-HEK293 cells, Fluo-4 calcium fluorescence, agonist mode; active compounds read high | B-score at 10 µM | 310,000 compounds, 0.44% hits;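 active = calcium response B-score plate-corrected fluorescence ratio at least 3 library SD, with starting fluorescence B-score inside 5 SD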
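Test system: HEK293 cells stably expressing human MrgX1 receptor; Input: fifteen thousand cells per well; Dosing: compound delivered in addition one of three; Schedule: overnight seeding, then 1 h dark dye loading; Technique: Fluo-4 NW calcium fluorescence; Measure: B-scored fluorescence response ratio; Controls: positive and negative controls per plate.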
MrgX1 allo act: human MrgX1 positive allosteric modulation, primary screen. Q96LB2. MrgX1-HEK293, Fluo-4 calcium flux, FDSS; active compounds read high. B-score at 10 µM. 310,000 compounds, 0.63% hits. AID 588675;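 active = plate-corrected calcium response at least 3 library SD above typical, normal starting fluorescence, not activating the receptor alone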;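 note: compound read alongside a low EC10 to EC30 dose of BAM8-22 agonist; peak minus trough fluorescence over baseline measured at the second addition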
Calls only; i = inactive. An excerpt; rates above refer to the full screens.

SMILES	MrgX1 antagonist	MrgX1 agonist	MrgX1 allo act
CSCC[C@@H](C(=O)NCCCCCCCCCCC(=O)N1CCN(C(=O)OC(C)(C)C)CC1)n1cc(CCO)nn1	i	i	i
COCCN1C(=O)N[C@@H](c2ccccc2)C(C(C)=O)=C1C	i	i	i
CC(=O)N(CC(C)C(=O)O)c1c(I)cc(I)c(N)c1I (stereo not drawn)	i	i	i
CCOC(=O)Cn1c(=O)c2c(nc(N3CCCCC3)n2Cc2ccccc2)n(C)c1=O	i	i	i
C#CCOCCOCCOCCNc1nc(N2CCOCC2)nc(N2CCN(C(=O)CCCCCCCCCCNC(=O)[C@@H]([C@H](C)CC)n3cc(CCCCCN)nn3)CC2)n1	i	i	i
Cc1cc(-c2ccccc2)n(-c2cc(N/N=C/c3ccccc3O)ncn2)n1	i	i	i
O=C(COC(=O)c1cc(S(=O)(=O)N2CCOCC2)c(Cl)cc1Cl)Nc1ncc(C(F)(F)F)cc1Cl	i	i	i
O=C(O)c1cc(=O)c2ccccc2[nH]1	i	i	i
Cc1ccc(NC(=O)C2CCCN(S(=O)(=O)c3c(C)noc3/C=C/N(C)C)C2)cc1F (stereo not drawn)	i	i	i
CC1Cc2ccccc2N1Cc1cc(=O)n2ccsc2n1 (stereo not drawn)	i	i	i
COc1cccc(C(=O)NCCN2CCN(c3ccc(Cl)cc3)CC2)c1	i	i	i
CCOC(=O)c1cc(-c2ccccc2C)nn1Cc1cc(C)no1	i	i	i
CC(=O)Oc1ccccc1C(=O)Oc1ccccc1C(=O)O	i	i	i
COc1ccc(C(C(=O)NC2CCCCC2)N2CCC3(CC2)OCCO3)cc1 (stereo not drawn)	i	i	i
CCN(CC)c1ccc(NC(=O)c2ccc(NC(=O)C3CCCO3)cc2)c(C)c1 (stereo not drawn)	i	i	i
C#CCOCCOCCOCCNc1nc(N2CCOCC2)nc(N2CCN(C(=O)CCCCCCCCCCNC(=O)Cn3cc(CCCCCN)nn3)CC2)n1	i	i	i
CN1[C@@H]2CCC[C@H]1CC(NC(=O)c1nn(C)c3ccccc13)C2 (stereo partly drawn)	i	i	i
Cc1ccc(Sc2nc3c(c(=O)[nH]c(=O)n3C)n2CCc2ccccc2)cc1	i	i	i
CCCCOC(=O)C(C)c1c(C)[nH]c(=S)[nH]c1=O (stereo not drawn)	i	i	i
COc1ccc(-n2c(=O)cc(N3CCN(c4ccccc4OC)CC3)[nH]c2=O)cc1	i	i	i
Cc1cc(N)n2ncc(-c3cccc(Br)c3)c2n1	i	i	i
CCC(=O)Nc1ccc(NC(=O)CSc2nnnn2CC)cc1C	i	i	i
CCn1c(SCC(=O)Nc2ccccc2F)nc2c(c1=O)SC(C)C2 (stereo not drawn)	i	i	i
CCC(C)(C)C1CCc2[nH]nc(C(=O)NC(C)C)c2C1 (stereo not drawn)	i	i	i
COC(=O)C(C)(N)Cc1ccc(O)cc1 (stereo not drawn)	i	i	i
COc1ccccc1-n1cnnc1SCc1csc(-c2ccccc2)n1	i	i	i
COc1ccc([C@@H]2CC=C(C(=O)O)[C@H](c3ccc(F)cc3)N2S(=O)(=O)c2ccc(C)cc2)cc1OC	i	i	i
Cc1nc2ccccc2c2oc(C(=O)N3CCC(N4CCCCC4)CC3)cc12	i	i	i
CC1C=CCC2C(=O)N(c3cccc(C(=O)N4CCN(c5ccc(F)cc5)CC4)c3)C(=O)C12 (stereo not drawn)	i	i	i
C=CCn1cnc2c(c1=O)c1nc3ccccc3nc1n2/N=C/c1cccc(OC)c1OC	i	i	i
O=C(Nc1ccccc1)NC1(C(=O)NCCCN2CCOCC2)CCCCC1	i	i	i
COc1ccc2c3n(nc2c1)CCN=C3c1cc(Cl)c(N)c(Cl)c1	i	i	i
Oc1ccc(C2CNCc3sccc32)cc1O (stereo not drawn)	i	i	i
Nc1ncc(N=Nc2cc(C(=O)O)ccc2Cl)s1	i	i	i
Cc1ccccc1-n1nc2c(c1NC(=O)c1c(-c3ccccc3Cl)noc1C)CSC2	i	i	i
N#Cc1ccccc1N1CCN(C(=O)c2ccc(NC(=O)c3ccc(Br)o3)cc2)CC1	i	i	i
COc1cccc(C2C3=C(Nc4[nH]n(-c5ccccc5)c(=O)c42)c2ccccc2C3=O)c1 (stereo not drawn)	i	i	i
Cc1c(C(=O)N2CCN(C)CC2)oc2ccc(S(=O)(=O)N3CCOCC3)cc12	i	i	i
CCOC(=O)N1CCN(C(=O)c2cnc(Nc3ccccc3OC)c3ccccc23)CC1	i	i	i
O=S(=O)(c1ccccc1)N1CCN(Cc2ccccc2C(F)(F)F)CC1	i	i	i

Arranged by SMILES length (high to low): 6 of the compounds above
SMILES	MrgX1 antagonist	MrgX1 agonist	MrgX1 allo act
CSCC[C@@H](C(=O)NCCCCCCCCCCC(=O)N1CCN(C(=O)OC(C)(C)C)CC1)n1cc(CCO)nn1	i	i	i
COc1cccc(C2C3=C(Nc4[nH]n(-c5ccccc5)c(=O)c42)c2ccccc2C3=O)c1 (stereo not drawn)	i	i	i
Cc1ccc(Sc2nc3c(c(=O)[nH]c(=O)n3C)n2CCc2ccccc2)cc1	i	i	i
COc1ccc2c3n(nc2c1)CCN=C3c1cc(Cl)c(N)c(Cl)c1	i	i	i
O=C(Nc1ccccc1)NC1(C(=O)NCCCN2CCOCC2)CCCCC1	i	i	i
Cc1cc(N)n2ncc(-c3cccc(Br)c3)c2n1	i	i	i

Continued.
SMILES	MrgX1 antagonist	MrgX1 agonist	MrgX1 allo act
C[C@H](NC(=O)c1nc[nH]c1C(=O)N(C)Cc1ccccc1)C(=O)OC(C)(C)C	i	i	i
O=C(O)/C=C/C(=O)Nc1cccnc1	i	i	i
COc1ccc(-c2cc(C(=O)Nc3sc4c(c3C#N)CCCC4)c3ccccc3n2)cc1	i	i	i
COc1ccc2c(c1OC)C(=O)N1c3ccccc3N=C(c3ccc([N+](=O)[O-])cc3)CC21 (stereo not drawn)	i	i	i
O=C(NCCN1CCCCC1)/C(=N\O)c1ccccc1	i	i	i
O=c1c2c([N+](=O)[O-])cc([N+](=O)[O-])cc2sn1-c1ccc(Br)cc1	i	i	i
O=C(Nc1cccc2nsnc12)c1ccc(-c2cccc(Cl)c2)o1	i	i	i
O=C(c1nc2ccccc2s1)N1CCN(c2ccccn2)CC1	i	i	i
O=c1cc(-c2ccc([N+](=O)[O-])cc2)nc2cc(-c3ccc(Cl)cc3)[nH]n12	i	i	i
O=C(Cc1coc(-c2ccc(F)cc2)n1)Nc1ccccc1	i	i	i
C[C@H](NC(=O)c1nc[nH]c1C(=O)N1CCN(C(=O)OC(C)(C)C)CC1)C(=O)OC(C)(C)C	i	i	i
O=S(=O)(c1cccs1)N1CN(Cc2ccc(F)cc2)c2nc3ccccc3nc21	i	i	i
COC(=O)C1=C(C)N(CCc2ccccc2)C(=O)C1	i	i	i
CCOC(=O)c1ccccc1NC(=O)Cn1cnc2c(cnn2-c2ccc(OC)cc2)c1=O	i	i	i
CCN(CCCNC(=O)CN1C(=O)COc2ccccc21)c1ccccc1	i	i	i
CC(=O)Nc1cc(OC(C)=O)c2nonc2c1OC(C)=O	i	i	i
C/C(=N\NC(=O)c1cccc(N/N=C(\C)c2ccccc2)c1)c1ccccc1	i	i	i
COc1ccc(C2=NS(=O)(=O)N(C)C(C(=O)Nc3ccc4c(c3)OCO4)=C2)cc1	i	i	i
Cc1cccc(C)c1NC(=O)COC(=O)c1c2c(nc3ccccc13)/C(=C\c1ccc3c(c1)OCO3)CCC2	i	i	i
CCCOC(=O)c1cc(-c2ccc(/C=C3/C(=O)N(C)C(=O)C(C#N)=C3C)o2)ccc1Cl	i	i	i
Cc1ccsc1C(=O)Nc1ccc(C(=O)O)cc1	i	i	i
Cc1ccc2sc(NNC(=O)C3COc4ccccc4O3)nc2c1C (stereo not drawn)	i	i	i
O=C(NC1CCCCC1)c1ccc(CN2CCOCC2)cc1	i	i	i
CCOC(=O)[C@H]1[C@H]2COc3ccccc3[C@@H]2N2C(=O)c3c(C)cc(C)cc3NC(=O)[C@@]12C	i	i	i
CC/C=C\C/C=C\C/C=C\CCCCCCCC(=O)O	i	i	i
O=C(NCc1ccco1)C1Cc2ccccc2CN1S(=O)(=O)c1ccccc1F (stereo not drawn)	i	i	i
COc1ccc(NC(=O)CSc2nnc(Cn3c(=O)sc4ccccc43)n2C)cc1OC	i	i	i
CC1CCN(c2ncnc3c2cnn3Cc2ccc(Cl)cc2)CC1	i	i	i
N#CC(C(=O)NC1CCCCC1)c1nc2ccccc2nc1N1CCN(c2ccccc2F)CC1 (stereo not drawn)	i	i	i
C#CCOCCOCCOCCNc1nc(N2CCN(C(=O)CCCCCCCCCCNC(=O)Cn3cc(CCCCCN)nn3)CC2)nc(N2CCN(C(=O)CCCCCCCCCCNC(=O)[C@H](CO)n3cc(CCCCCN)nn3)CC2)n1	i	i	i
CCOC(=O)[C@H]1[C@H]2COc3ccc(C)cc3[C@@H]2N2C(=O)c3ccc(F)cc3NC(=O)[C@@]12C	i	i	i
O=C(Nc1nc2c(s1)CCCC2)c1cccs1	i	i	i
COCC(C)n1c(C)cc(C(=O)COc2ccc(S(=O)(=O)N3CCOCC3)cc2Cl)c1C (stereo not drawn)	i	i	i
COc1cc(C(=O)N2CCN=C2c2ccccc2)cc(OC)c1OC	i	i	i
Cc1ccc2c(c1)c1ncnc(N3CCN(c4ccccc4)CC3)c1n2C	i	i	i
COc1ccc(C2CC(=O)C3=C(C2)NC(C)=C(C(=O)Nc2ccccc2C)C3c2coc3ccc(C)cc3c2=O)cc1OC (stereo not drawn)	i	i	i
CCCCCCCNC(=O)C1(CC2CC(c3ccccc3)=NO2)CCNCC1 (stereo not drawn)	i	i	i
CCOC(=O)[C@H]1[C@H]2COc3ccccc3[C@@H]2N2C(=O)c3ccc(Cl)cc3NC(=O)[C@@]12C	i	i	i
O=S(=O)(O)c1cc(O)ccc1O	i	i	i
C=CCSc1nc(N)c(NC(=O)c2ccco2)c(=O)[nH]1	i	i	i
COc1ccc(-c2cc3onc(-c4c(Cl)cccc4Cl)c3c(=O)n2C)cc1	i	i	i
COc1ccccc1NC(=O)CN1CCN(CC(=O)Nc2ccc(F)cc2)CC1	i	i	i
CC(C)[C@H](NC(=O)OCc1ccccc1)C(=O)NC(C=O)Cc1ccccc1 (stereo partly drawn)	i	i	i
CCCS(=O)(=O)N1CCC(C(=O)N2CCN(C(=O)OCC)CC2)CC1	i	i	i
CN(C)C1=NC[C@H](Cc2ccccc2)N1CCCCc1ccccc1	i	i	i
CC1=CC(=O)c2c(O)ccc(O)c2C1=O	i	i	i
CCOc1ccccc1C(=O)N(Cc1ccco1)C1CCS(=O)(=O)C1 (stereo not drawn)	i	i	i
COc1cc2c(cc1OC)C(C)N(C(=O)CCN1C(=O)C3C4C=CC(C4)C3C1=O)CC2 (stereo not drawn)	i	i	i
COc1ccc(-c2sc(Nc3ccccc3)n[n+]2-c2ccccc2)cc1Br	i	i	i
O=C(CCNS(=O)(=O)c1cccc2nonc12)NC1CCCc2ccccc21 (stereo not drawn)	i	i	i
Cc1c(C(=O)NCCCN2CCCC2=O)oc2ccc(S(=O)(=O)N3CCOCC3)cc12	i	i	i
COc1cc(C2Nc3cccc4cccc(c34)N2)cc(OC)c1O	i	i	i
Cn1c(Cn2c(=O)sc3ccccc32)nnc1SCC(=O)Nc1cccc(F)c1	i	i	i
Clc1cccc(NC2=NCCC2)c1	i	i	i
O/N=C1/CC/C(=N\O)c2nn(-c3ccccc3)nc21	i	i	i
CCN(CC)C(=O)CSc1nnc(CCN)o1	i	i	i
N#Cc1c(-c2ccccc2)nc(SCC(=O)Nc2ccccc2F)[nH]c1=O	i	i	i

Whole records, looked up by structure.
Entry for `COc1cc2c(cc1OC)C(C)N(C(=O)CCN1C(=O)C3C4C=CC(C4)C3C1=O)CC2` (stereo not drawn) = MrgX1 antagonist = i; MrgX1 agonist = i; MrgX1 allo act = i
Entry for `CCN(CC)C(=O)CSc1nnc(CCN)o1` = MrgX1 antagonist = i; MrgX1 agonist = i; MrgX1 allo act = i
Entry for `COc1ccc(-c2sc(Nc3ccccc3)n[n+]2-c2ccccc2)cc1Br` = MrgX1 antagonist = i; MrgX1 agonist = i; MrgX1 allo act = i

Structural class: the entries above containing a nitro group on carbon (three)
SMILES	MrgX1 antagonist	MrgX1 agonist	MrgX1 allo act
COc1ccc2c(c1OC)C(=O)N1c3ccccc3N=C(c3ccc([N+](=O)[O-])cc3)CC21 (stereo not drawn)	i	i	i
O=c1c2c([N+](=O)[O-])cc([N+](=O)[O-])cc2sn1-c1ccc(Br)cc1	i	i	i
O=c1cc(-c2ccc([N+](=O)[O-])cc2)nc2cc(-c3ccc(Cl)cc3)[nH]n12	i	i	i
